Growth percent in the NCI-60 one-dose screen (48 h, 10 µM unless noted): 100 = growth as untreated, 0 = no growth, -100 = all killed.
HCT-116 – HCT-116 colon cancer; AID 1794798; hit rate 7.3% among 82,000
COLO 205 – COLO 205 colon cancer. hit rate 7.3% among 79,000. AID 1794742
SNB-75 – SNB-75 CNS cancer | hit rate 5% among 79,000
KM12 – KM12 colon cancer cells; hit rate 5% among 82,000; AID 1794800
SW-620 – SW-620 colon cancer; AID 1794795; hit rate 5.2% among 82,000
HCC-2998 – HCC-2998 colon cancer. AID 1794799. hit rate 4.7% among 79,000
HT29 – HT29 colon cancer. hit rate 7.4% among 81,000
HCT-15 – HCT-15 colon cancer; hit rate 5.2% among 82,000
A498 – A498 renal cancer cells. hit rate 5.4% among 76,000
* = called active by the depositor; . = not tested or not shown; & = joins results of further samples. How the source made its calls: active means growth percent below 10; inactive means the rest. Not a hit list; about 12% have a hit in one of these screens.

no.	molecule	HCT-116	COLO 205	SNB-75	KM12	SW-620	HCC-2998	HT29	HCT-15	A498
1	NS(=O)(=O)c1ccc(NNCCC(=O)c2ccccc2)cc1	100	111	94	106	104	109	111	102	108
2	C=C(C)[C@@H]1CC[C@]2(C(=O)NCc3ccc(OCc4cn(-c5ccc([N+](=O)[O-])cc5)nn4)c(CC)c3)CC[C@]3(C)C(CCC4[C@@]5(C)CCC(OC(C)=O)C(C)(C)C5CC[C@]43C)C12 (some centres not stated)	98	120	96	101	108	119	106	104	124
3	Cc1cccc2cc3c(nc12)Nn1c(nnc1-c1ccc[nH]c1=S)SC3	100	116	94	110	105	103	108	109	107
4	COc1ccc(Oc2coc3cc(OC(=O)C(C)(C)C)ccc3c2=O)cc1	106	102	94	109	107	94	106	107	94
5	C=C/C=C\C(=O)O	105	120	105	102	107	97	111	116	98
6	Cc1c(N=NC2C(=O)NN(c3nc(-c4ccco4)c(C#N)c(=O)n3C)C2=O)c(=O)n(-c2ccccc2)n1C (configuration not stated)	90	128	78	103	97	65	97	112	77
7	Cc1ccc(S(=O)(=O)N\N=C2/C=C\C(=N\NS(=O)(=O)c3ccc(C)cc3)CCc3ccc(cc3)CC2)cc1	100	101	77	106	105	110	113	102	97
8	O=C1c2cc3c(cc2-c2c1c1ccc(Cl)cc1c(=O)n2C[C@H](O)CO)OCO3	-26*	-28*	-9.6*	-14*	-4.1*	4.3*	1.0*	4.6*	-79*
9	Cc1ccc(NC(=O)Nc2nc3ccccc3s2)cc1NC(=O)Nc1nc2ccccc2s1	85	81	62	88	102	93	90	73	93
10	Cc1ccc(C=O)cc1	101	126	85	110	112	.	109	102	92
11	CCOC(=O)C(O)C(O)(c1ccccc1)c1ccccc1 (configuration not stated)	105	.	90	101	109	100	100	98	98
12	O=C(NCCNc1nccc(-c2c(-c3cccc(O)c3)nc3sccn23)n1)c1ccccc1O	26	66	41	47	78	81	49	54	104
13	CCOc1nc(-c2ccccc2)cc2c(O)c(C(=O)N/N=C/c3ccc(O)cc3O)[nH]c(=O)c12	19	16	60	42	45	.	48	24	65
14	CCCCNCCOc1cccc(C)c1	96	99	82	104	106	96	79	100	92
15	COc1cc(OC)cc(-c2ccc(-c3ccc(C(=N)N)s3)s2)c1	-74*	-78*	-92*	-73*	-69*	-72*	-87*	-77*	-81*
16	O=C(Cn1cnc2ccccc21)Nc1cccc2cccnc12	89	105	81	105	97	106	106	99	54
17	CC1c2ccccc2CC(CCN(C)C)c2ccccc21 (configuration not stated)	78	80	53	64	91	107	30	89	86
18	CCOC(=O)C(CCc1ccncc1)c1ccccc1 (configuration not stated)	101	105	112	104	97	98	98	106	94
19	C=CCC(NC(=O)Cc1ccccc1)C(=O)OCC (configuration not stated)	95	107	89	102	106	108	99	100	88
20	CCN1C(=S)N(CC)C2C1NC(=S)N2/N=C/C=C/c1ccccc1OC (configuration not stated)	14	10	-5.9*	15	24	12	2.8*	15	16
21	O=S(=O)(Nc1ccccn1)c1ccc(NC2Nc3nc4ccccc4nc3S2)cc1 (configuration not stated)	101	.	88	105	108	105	101	105	96
22	N#Cc1c(N)nn(C(=O)c2ccc(NC(=O)c3ccccn3)cc2)c1-c1ccc(Cl)cc1	12	1.2*	27	-26*	14	15	18	33	51
23	CC(C)=CCC/C(C)=C/CC/C(C)=C/CCc1ccsc1	100	109	107	103	110	107	118	101	100
24	C1CCC2(CC1)CCCN2	68	115	84	107	106	103	95	98	111

Compounds from the list above that contain two or more sulfur atoms (6):
no.	molecule	HCT-116	COLO 205	SNB-75	KM12	SW-620	HCC-2998	HT29	HCT-15	A498
3	Cc1cccc2cc3c(nc12)Nn1c(nnc1-c1ccc[nH]c1=S)SC3	100	116	94	110	105	103	108	109	107
7	Cc1ccc(S(=O)(=O)N\N=C2/C=C\C(=N\NS(=O)(=O)c3ccc(C)cc3)CCc3ccc(cc3)CC2)cc1	100	101	77	106	105	110	113	102	97
9	Cc1ccc(NC(=O)Nc2nc3ccccc3s2)cc1NC(=O)Nc1nc2ccccc2s1	85	81	62	88	102	93	90	73	93
15	COc1cc(OC)cc(-c2ccc(-c3ccc(C(=N)N)s3)s2)c1	-74*	-78*	-92*	-73*	-69*	-72*	-87*	-77*	-81*
20	CCN1C(=S)N(CC)C2C1NC(=S)N2/N=C/C=C/c1ccccc1OC (configuration not stated)	14	10	-5.9*	15	24	12	2.8*	15	16
21	O=S(=O)(Nc1ccccn1)c1ccc(NC2Nc3nc4ccccc4nc3S2)cc1 (configuration not stated)	101	.	88	105	108	105	101	105	96

More results follow.
no.	molecule	HCT-116	COLO 205	SNB-75	KM12	SW-620	HCC-2998	HT29	HCT-15	A498
25	OCC1OC(/C(N=Nc2ccccc2)=N\Nc2ccccc2)C(O)C1O (configuration not stated)	103	114	140	102	105	102	96	.	107
26	O=C(Nc1ccc(OCc2nnc(-c3ccccc3)o2)c(F)c1)c1ccccc1	96	118	95	96	109	100	94	99	80
27	CC(=O)CCS(=O)c1ccccc1 (configuration not stated)	102	124	96	98	98	92	98	110	.
28	CCCCCN(c1ccc(C(=O)OCC)cc1)S(=O)(=O)c1ccc(C)cc1	68	.	78	105	89	101	80	84	89
29	COc1ccc(-c2cnoc2-c2ccc(OC)cc2O)cc1	17	72	.	19	11	32	24	27	7.4*
30	N[C@H](CC1CC1)C(=O)N[S@@](=O)c1scc(Cl)c1Cl	96	119	102	101	109	109	98	102	120
31	Cc1nc(N)[nH]c(=O)c1CCC1OCCO1	101	129	96	112	97	96	.	98	89
32	O=C(O)c1cc(=O)[nH]c2ccccc12	90&101	.	93&87	102&104	98&103	92&115	96&100	94&108	104&116
33	COC(=O)C(C)NC(=O)Cc1ccccc1 (configuration not stated)	103	110	95	110	96	110	109	92	93
34	CC1=C(c2cc(-c3ccccc3O)c(C#N)c(N)n2)C(c2ccccc2)NC(=S)N1 (configuration not stated)	101	161	114	110	107	112	104	102	118
35	COc1ccc(CSc2nnc(SCC(=O)Nc3ccc(Cl)cc3)s2)cc1	71	56	93	45	52	73	98	48	86
36	CC(=O)OCCSC#N	94	117	82	107	105	100	102	102	.
37	Cn1cc(-c2nonc2-c2cn(C)c3ccc(F)cc23)c2cc(F)ccc21	28	62	54	33	22	73	12	31	54
38	CCCCOc1ncnc2c1CC(C)c1ccccc1N2C (configuration not stated)	83	105	98	96	94	107	76	94	78
39	COc1ccc(C(=O)N/N=C/c2ccc(Cl)c([N+](=O)[O-])c2)cc1	88	102	79	87	107	69	90	97	109
40	O=C(CSc1nnc2n1N=C(c1ccc(Cl)c(Cl)c1)CS2)c1ccc(Cl)c(Cl)c1	87	93	82	91	102	103	83	95	88
41	CCOC(=O)c1nn(-c2ccc(C)cc2)cc1C(=O)c1cc2c(ccc3ccccc32)oc1=O	94	107	77	89	99	104	103	85	90
42	COc1cc(/C=C/C(=O)c2ccc(Cl)cc2)cc(CN2CCCCC2)c1O	82	.	71	73	89	95	19	70	83
43	O=S(=O)(NCCCNc1nccc(-c2cn(-c3ccccc3)nc2-c2ccc(Cl)c(O)c2)n1)c1ccccc1	53	69	81	57	102	92	61	51	.
44	C[C@H]1COc2c(C3(N)CC3)c(F)cc3c(=O)c(C(=O)O)cn1c23	108	107	118	113	101	105	105	104	79
45	O=C(NC(=S)Nc1cccc(NC(=S)NC(=O)c2ccccc2)c1)c1ccccc1	67	57	-2.3*	68	75	.	74	74	104
46	Cc1ccc(NC(=O)CCl)cc1Cl	106	122	91	111	96	115	107	81	119
47	Nc1ccc(N)c([N+](=O)[O-])c1	100	112	102	104	98	106	121	109	100
48	COc1cc(NCCCCCNC(C)C)c2ncccc2c1	90&97	88&92	74&84	91	106&87	90&102	67&86	97&97	77
49	O=C(/C=C/c1ccco1)c1ccccc1	94	116	.	106	101	103	102	.	114
50	C[n+]1c2ccccc2nc2ccccc21	-15*	-25*	23	30	11	51	21	21	60
51	CC1(C)C2CC[C@]3(C)C(C(=O)C=C4[C@@H]5C[C@@](C)(C(=O)O)CC[C@]5(C)CC[C@]43C)[C@@]2(C)CC[C@@H]1OC(=O)CCC(=O)O (some centres not stated)	103	118	93	111	103	113	108	114	109
52	CC/C=C\C[C@H](O)C/C=C1/C(=O)C=C[C@@H]1C/C=C\CCCC(=O)NC	-65*	-25*	63	-44*	7.5*	-91*	0.8*	-28*	56
53	C/C(=N/NS(=O)(=O)c1ccc(N)cc1)C(C)(C)C	90	104	90	99	101	112	90	108	96
54	CCCSC(=O)c1ccccc1	107	116	110	108	105	112	110	98	104
55	CCCCCCCCCCCC(c1ccccc1)N(C)C (configuration not stated)	94	101	89	104	95	.	86	96	71
56	O=C(O)C12C3CCC(O3)C1(C(=O)O)C1CCC2O1 (configuration not stated)	96	106	100	101	105	102	.	104	111
57	CCC(=O)Oc1ccc(/C(=C(\C)c2ccccc2)c2ccc(OCCN3CCCCC3)cc2)cc1	61	33	96	65	87	65	8.8*	59	.
58	CC[N+](CC)(CC)CC	105	103	86	102	122	113	106	103	121
59	Cc1onc(-c2ccccc2)c1C(=O)NC1C(=O)N2[C@@H]1SC(C)(C)[C@@H]2C(=O)O (some centres not stated)	110	112	106	108	103	105	108	103	108
60	COc1ccc(-c2csc(NC(=O)CSc3nc(-c4ccc(Cl)cc4)c(C#N)c(=O)[nH]3)n2)cc1	83	122	84	100	85	105	103	91	84
61	COC(=O)c1ccc(C=O)cc1	101	111	118	109	114	102	93	99	102
62	COc1ccc2c(c1)c(-c1nc(N)nnc1-c1ccccn1)cn2C	82	116	78	103	100	103	100	104	119
63	O=C(CCl)Nc1ccc(Cc2ccc(NC(=O)CCl)cc2)cc1	-57*	-56*	61	0.4*	-22*	-15*	-39*	-40*	111
64	O=C1c2c(c3c4ccccc4n(CCCCCCN4CCOCC4)c3c3[nH]c4ccccc4c23)C(=O)N1O	-16*	36	75	78	4.8*	88	24	16	.
65	Cn1nc(-c2ccc(O)c(-c3ncc[nH]3)c2)c2ccccc2c1=O	84	93	63	69	83	90	94	46	81
66	COc1ccc(-c2c[nH]c(C(=O)O)c2-c2cc(OC)c(OC)c(OC)c2)cc1	30	15	-16*	25	24	85	15	32	-14*
67	Cn1c(/C(C#N)=C/c2ccc3ccccc3c2)cc2ccccc21	8.6*	2.9*	15	15	26	17	22	5.7*	2.9*
68	C=C(C)[C@@H]1CC[C@]2(C(=O)N3CCNCC3)CC[C@]3(C)[C@H](CC[C@@H]4[C@@]5(C)C/C(=C/c6ccncc6)C(=O)C(C)(C)[C@@H]5CC[C@]43C)[C@@H]12	102	113	96	109	109	109	109	.	111
69	O=C(COc1ncnc2sc3c(c12)CCCC3)N/N=C/c1ccc(Cl)cc1	101	116	82	103	103	.	111	104	89
70	CCOC(=O)c1ccccc1NC(=O)CCN(CC)CC	106	114	82	105	106	105	101	105	100
71	CCOC(=O)c1cn2c3c(c(C)cc(C)c3c1=O)C(=O)/C(=C/c1ccc(F)cc1)C2	89	93	.	99	103	108	95	95	83
72	O=C1c2ccccc2C(=O)N1C1CCCCC1	95	108	89	103	102	103	99	98	90

Shown in transposed form: entries from further up
#69 O=C(COc1ncnc2sc3c(c12)CCCC3)N/N=C/c1ccc(Cl)cc1
#68 C=C(C)[C@@H]1CC[C@]2(C(=O)N3CCNCC3)CC[C@]3(C)[C@H](CC[C@@H]4[C@@]5(C)C/C(=C/c6ccncc6)C(=O)C(C)(C)[C@@H]5CC[C@]43C)[C@@H]12
#70 CCOC(=O)c1ccccc1NC(=O)CCN(CC)CC
#65 Cn1nc(-c2ccc(O)c(-c3ncc[nH]3)c2)c2ccccc2c1=O
assay / entry	69	68	70	65
HCT-116	101	102	106	84
COLO 205	116	113	114	93
SNB-75	82	96	82	63
KM12	103	109	105	69
SW-620	103	109	106	83
HCC-2998	.	109	105	90
HT29	111	109	101	94
HCT-15	104	.	105	46
A498	89	111	100	81

New compounds follow:
no.	molecule	HCT-116	COLO 205	SNB-75	KM12	SW-620	HCC-2998	HT29	HCT-15	A498
73	COc1cc(-c2nn(C(=O)NCCN3CCN(C(C)=O)CC3)cc2-c2ccncc2)ccc1Cl	83	60	62	98	113	98	57	91	77
74	CC(C)(C)CC(C)(C)Nc1c(-c2ccncc2)nc2cnccn12	90	101	80	98	106	116	93	98	91
75	CCCCC(C)(O)c1ccccc1 (configuration not stated)	101	106	84	103	106	96	101	100	105
76	O=C1OCC2=C1C(c1cccc(Cl)c1)c1cc3c(cc1N2CCO)OCCO3 (configuration not stated)	6.2*	-27*	29	-33*	19	.	2.1*	8.8*	-18*
77	COc1ccc(-c2cc(-c3cccnc3)nc3sc(C#N)c(N)c23)cc1OC	85	90	73	90	92	108	95	91	89
78	Cn1c(=O)c2nc(CC(=O)c3ccccc3)c(=O)[nH]c2n(C)c1=S	95	110	72	99	99	103	109	98	108
79	Cc1ccc(Sc2oc(-c3ccc(C)cc3)nc2[P+](c2ccccc2)(c2ccccc2)c2ccccc2)cc1	2.1*	-41*	-24*	-53*	-5.3*	1.8*	2.0*	0.6*	-40*
80	COc1ccc(-c2cnc3c(-c4cccc5cnccc45)cnn3c2)cc1	-15*	68	42	63	61	99	41	65	45
81	O=C(/C=C/c1c(-c2ccc(Cl)cc2)nn(-c2ccccc2)c1C(F)(F)F)c1ccc(Cl)cc1	63	110	86	85	104	103	90	78	88
82	CCOC(=O)[C@@H]1C[C@H]1c1ccccc1	106	116	92	109	105	117	105	99	89
83	COc1cc(C(=O)OC2c3ccccc3CCC2N(C)C)cc(OC)c1OC (configuration not stated)	106	99	85	.	98	119	105	96	78
84	O=C(O)CSc1cc(Cl)ccc1Cl	101	108	91	109	100	106	96	100	98
85	COc1ccccc1NC(=O)C1CC(c2ccc(F)cc2)=NO1 (configuration not stated)	103	111	88	101	102	90	103	99	.
86	Fc1ccc(NC(=S)N/N=C\c2ccccc2Cl)cc1	91	118	93	112	109	103	104	92	95
87	Cc1cccc(NC(=O)Oc2ccc(Cl)cc2C(=O)c2ccccc2)c1	106	.	108	104	99	106	106	98	80
88	Clc1ccccc1C=NCCN=Cc1ccccc1Cl	96	97	103	99	98	103	83	92	94

Screening data deposited in PubChem by NCI.
